Screens (PubChem)
Yp Topo-I inh: Y. pestis Topo-I inhibition via cleavage products; Y. pestis Topo-I cleavage product accumulation, plate reader; activity, % at 10 µM; actives 0.064% (n = 360,000); AID 504884; in the data active = activity above about 50%, passing the limit was not always enough; inconclusive = no clear call, values can overlap the other calls; also: inactives centre near 2
TcdB GH inh: blocks C. difficile toxin B glycohydrolase activity. AID 652162. P18177. inhibition, % at 9.99 µM. TcdB glycohydrolase enzymatic assay, plate reader. actives 0.24% (n = 350,000); in the data active = inhibition above about 10%
PrPC TRFRET: reduces human prion protein on the cell surface. inhibition, % at 13.8 µM. P04156. AID 720596. cell surface PrPC, TR-FRET read-out. actives 0.43% (n = 370,000); in the data active = inhibition above about 24%; also: 0% = median of the test wells and 100% = reference compound wells
3CLpro inhibitor: SARS-CoV 3CLpro protease inhibition; P0C6X7; recombinant SARS-CoV 3CLpro, quenched FRET peptide cleavage; inhibition, % at 6 µM; actives 0.14% (n = 290,000); in the data active = inhibition above about 12%
MazEF act: MazEF (E. coli) toxin RNase activation; FAM/BHQ RNA-DNA oligo cleavage fluorescence, 5 h; activation, % at 20 µM; AID 504720; actives 0.32% (n = 350,000); P0AE70; in the data active = activation above about 50%
SSB-PriA inh: inhibitors of Klebsiella pneumoniae PriA binding to SSB C-terminal tail; AlphaScreen SSBct-PriA binding, biotinylated peptide; inhibition, % at 33 µM; actives 0.6% (n = 430,000); AID 1272365; in the data active = inhibition mostly above about 37%, no sharp cut-off; inactive = mostly below about 20%;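 also: plate controls were negative control peptide for no effect and reference peptide for full effect; strong numbers were not always called active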
Rv3671c inh: inhibitors of M. tuberculosis serine protease Rv3671c. AID 2606. actives 0.048% (n = 320,000). inhibition, % at 5.96 µM. P9WHR9; in the data active = inhibition above about 38%;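 also: extracellular domain of Rv3671c used as enzyme; 0% = enzyme with DMSO and 100% = no enzyme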
BH1578 lux ind: induces V. cholerae light production without autoinducers; AID 588436; actives 0.16% (n = 350,000); V. cholerae BH1578 lux reporter, luminescence, 6 h; activation, % at 18.7 µM; in the data active = activation mostly above about 9.7%, no sharp cut-off; inconclusive = no clear call, values can overlap the other calls; inactive = mostly below about 3.7%; also: not every result past the cut was called active; inactives centre near 0; reference of the scale not given here
CCHF vOTU inh: CCHFV vOTU protease inhibition; Pep-AMC fluorescence; inhibition, % at 11.5 µM; actives 0.55% (n = 370,000); in the data active = inhibition above about 30%; also: 0% = vehicle wells with enzyme and 100% = no enzyme wells
DUSP3 inh: DUSP3 (human) phosphatase inhibition. P51452. recombinant VHR phosphatase, pNPP absorbance. inhibition, % at 13.3 µM. actives 0.52% (n = 290,000); in the data active = inhibition above about 50%; also: some compounds called inactive have numbers as strong as hits
Numbers without * were called inactive; i = inactive; ? = inconclusive; nt = not tested or not shown; & = joins results of further samples. An excerpt. The share of hits here may be higher or lower than overall.

SMILES	Yp Topo-I inh	TcdB GH inh	PrPC TRFRET	3CLpro inhibitor	MazEF act	SSB-PriA inh	Rv3671c inh	BH1578 lux ind	CCHF vOTU inh	DUSP3 inh
COc1ccc(NC(=O)Cn2cccc2)c(OC)c1	-2	nt	-3	0	-5	7	2	1.0	1	27
Cc1cc2nc(SCC(=O)O)nc(C)c2cc1C	2	1.1	7	-5	5	2	0	-0.4	9	0
NC(=O)CC(NC(=O)Cc1ccc(Br)cc1)c1ccc(N2CCc3ccccc3C2)c([N+](=O)[O-])c1 (configuration not stated)	-4	-7.5	-14	9	7	3	-16	-0.8	10	13
C=C1CCC2C(C)(C)[C@@H](O)CC[C@@]2(C)[C@@H]1COc1ccc2ccc(=O)oc2c1 (some centres not stated)	43	0.0	-22	4	-3	-3	-31	i	7	-13
O=S(=O)(Nc1ccccc1F)c1cccc(NC(=S)NCCN2CCOCC2)c1	-3	0.6	4	nt	1	2	5	i	3	nt
CCCCNC(=S)N(Cc1ccco1)Cc1cc2cc3c(cc2[nH]c1=O)OCCO3	-1	nt	7	4	8	6	-20	-0.3	-5	4
COc1ccc(Cl)c2sc(NC(=O)C3=COCCO3)nc12	2	-2.8	-2	nt	-3	-8	4	0.7	17	nt
Cc1nn(C)cc1[C@@H]1C[C@H]2CN(Cc3cccc(Cl)c3)C(=O)[C@]23CCCN13	1	1.7	-3	4	-26	-5	0	i	-2	-1
Cc1ccc(C(=O)COC(=O)Cc2ccccc2)cc1	21	1.9	2	3	3	-52	0	-0.8	10	28
CC(=O)c1cc2cccc(OC3(C)CCN(Cc4ccc5ccccc5c4)C3)c2o1 (configuration not stated)	29	0.6	-2	nt	nt	nt	nt	0.4	-6	nt
CCCCCCOC1(c2ccccc2)OC(=O)c2ccccc21 (configuration not stated)	?	1.1	nt	6	-6	-21	-2	-0.2	nt	32
CCOc1ccc(CCNC(=O)c2nnn(CC(=O)Nc3ccc(C)cc3)c2N)cc1OCC	5	nt	nt	1	-8	0	3	-0.1	nt	19
Cc1ccc(N2C(=O)N3[C@H](c4ccc(F)cc4)[C@@H]4C(=O)N(C5CCCCC5)C(=O)[C@@H]4[C@]3(C)C2=O)cc1	0	nt	nt	6	-2	-16	-9	-0.5	nt	17
Cn1c(=O)[nH]c(=O)c2c1nc(CN1CCN(Cc3ccccc3)CC1)n2CC(N)=O	8	-0.1	-7	5	10	-20	-9	-0.3	-1	-2
Cc1cccc(Cn2c(NCCO)nc3c2c(=O)n(C)c(=O)n3C)c1	1	1.4	9	1	2	3	0	i	5	19
O=C(NCCNc1ccc([N+](=O)[O-])cc1C(F)(F)F)c1ccccc1	-4	0.5	-5	2	1	22	-15	i	-4	22
CS(=O)(=O)N(Cc1ccccc1)c1ccc(C(=O)Nc2cccnc2)cc1	9	nt	2	-1	-15	1	-1	i	-8	18
Oc1c(N=NC(=S)Nc2ccccc2F)c2ccccc2n1Cc1ccc(Cl)cc1	-2	-0.2	-2	5	8	0	-6	0.0	8	17
CC(=O)Nc1cccc(NC(=O)c2ccc(Br)cc2)c1	-2	10*	-5	3	4	-5	3	i	5	20
C[n+]1ccccc1C1CCCC/C1=N\NC(N)=S (configuration not stated)	3	4.4	10	5	-22	nt	0	i	4	7
CNCCc1c[nH]c2ccc(O)cc12	0	-3.3	-5	nt	1	-10	2	i	4	nt
CCOC(=O)Cn1nnc(-c2ccc(SC)cc2)n1	0	nt	9	4	3	-8	-15	-2.5	3	-5
c1cnc2nc3c4ccccc4c4ccccc4c3nc2c1	8	0.7	-5	nt	-20	0	nt	i	-5	nt
CCN(CC)S(=O)(=O)c1ccc2oc(Nc3ccc4c(c3)OCCO4)nc2c1	-3	nt	-7	4	2	13	10	i	16	25

Arranged by molar mass (low to high): 14 of the compounds above.
SMILES	Yp Topo-I inh	TcdB GH inh	PrPC TRFRET	3CLpro inhibitor	MazEF act	SSB-PriA inh	Rv3671c inh	BH1578 lux ind	CCHF vOTU inh	DUSP3 inh
CNCCc1c[nH]c2ccc(O)cc12	0	-3.3	-5	nt	1	-10	2	i	4	nt
C[n+]1ccccc1C1CCCC/C1=N\NC(N)=S (configuration not stated)	3	4.4	10	5	-22	nt	0	i	4	7
Cc1ccc(C(=O)COC(=O)Cc2ccccc2)cc1	21	1.9	2	3	3	-52	0	-0.8	10	28
CCOC(=O)Cn1nnc(-c2ccc(SC)cc2)n1	0	nt	9	4	3	-8	-15	-2.5	3	-5
c1cnc2nc3c4ccccc4c4ccccc4c3nc2c1	8	0.7	-5	nt	-20	0	nt	i	-5	nt
CCCCCCOC1(c2ccccc2)OC(=O)c2ccccc21 (configuration not stated)	?	1.1	nt	6	-6	-21	-2	-0.2	nt	32
Cc1cccc(Cn2c(NCCO)nc3c2c(=O)n(C)c(=O)n3C)c1	1	1.4	9	1	2	3	0	i	5	19
O=C(NCCNc1ccc([N+](=O)[O-])cc1C(F)(F)F)c1ccccc1	-4	0.5	-5	2	1	22	-15	i	-4	22
CC(=O)c1cc2cccc(OC3(C)CCN(Cc4ccc5ccccc5c4)C3)c2o1 (configuration not stated)	29	0.6	-2	nt	nt	nt	nt	0.4	-6	nt
CCN(CC)S(=O)(=O)c1ccc2oc(Nc3ccc4c(c3)OCCO4)nc2c1	-3	nt	-7	4	2	13	10	i	16	25
Cn1c(=O)[nH]c(=O)c2c1nc(CN1CCN(Cc3ccccc3)CC1)n2CC(N)=O	8	-0.1	-7	5	10	-20	-9	-0.3	-1	-2
Oc1c(N=NC(=S)Nc2ccccc2F)c2ccccc2n1Cc1ccc(Cl)cc1	-2	-0.2	-2	5	8	0	-6	0.0	8	17
CCOc1ccc(CCNC(=O)c2nnn(CC(=O)Nc3ccc(C)cc3)c2N)cc1OCC	5	nt	nt	1	-8	0	3	-0.1	nt	19
Cc1ccc(N2C(=O)N3[C@H](c4ccc(F)cc4)[C@@H]4C(=O)N(C5CCCCC5)C(=O)[C@@H]4[C@]3(C)C2=O)cc1	0	nt	nt	6	-2	-16	-9	-0.5	nt	17

Additional entries follow.
SMILES	Yp Topo-I inh	TcdB GH inh	PrPC TRFRET	3CLpro inhibitor	MazEF act	SSB-PriA inh	Rv3671c inh	BH1578 lux ind	CCHF vOTU inh	DUSP3 inh
CCN(C(=O)c1ccc(NC(C)=O)cc1)c1ccccc1C	-1	nt	0	3	4	-27	-6	i	15	23
CN(CC(=O)Nc1cccc(Cl)c1)S(=O)(=O)c1ccc2c(c1)n(C)c(=O)c(=O)n2C	-7	0.0	-6	5	-7	5	1	-0.3	10	6
CCOc1ccc(N(CC(=O)NCc2ccc(OC)cc2)S(=O)(=O)c2c(C)noc2C)cc1	20	nt	-1	-1	1	-12	4	-0.4	-1	30
Cc1ccc(OCCNC(=O)CNC(=O)c2ccc(C)cc2)cc1	2	0.7	-2	-1	7	-4	-4	-0.1	-10	14
CCn1ccnc1CN(C)C(=O)CCc1nnc(CCC2CCCCC2)o1	21	0.3	-4	5	9	0	-1	i	-3	24
Fc1ccccc1CSc1nnc(Cn2cnc3ccccc32)n1-c1ccccc1	25	6.3	-1	4	-2	2	4	-0.3	-5	21
CCCc1nc2ccccc2c(=O)n1-c1cccc(OC)c1	10	nt	-2	-5	-23	-18	7	-0.2	3	23
CC(=O)OCC(=O)C1CCC2C3CC=C4CC(O)CCC4(C)C3CCC12C (configuration not stated)	-4	1.3	-1	nt	-2	3&-14	1	0.5	-2	nt
CCOc1ccc(OC(=O)c2cccc(S(=O)(=O)N3CCN(C)CC3)c2)cc1	10	0.8	8	nt	5	1	13	i	-7	nt
CCOCCCN(C(=O)c1snc(C(N)=O)c1N)C(C(=O)NC(C)(C)C)c1ccc(Cl)cc1 (configuration not stated)	1	-0.1	14	2	-13	-16	1	-0.1	-15	0
COc1ccc2[nH]c(C(=O)Nc3ccc(C)c(F)c3)cc2c1	-8	0.2	39*	2	1	-4	-5	-0.5	-6	-1
CCCCCCCCCCCCC/C=C/[C@@H](O)[C@@H](N)CO	-16	1.4	-5	nt	-2	-14	-2	0.6	7	nt
CCS(=O)(=O)C1=NSC2=NC(=O)/C(=C\c3ccc(OS(=O)(=O)c4ccccc4)c(OC)c3)C(=N)N21	-1	nt	nt	2	-2	-2	-13	-3.7	nt	-31
COc1ccc(-c2nnc3n2-c2ccccc2SC3)cc1OC	-4	nt	-2	-7	-3	5	7	i	-12	13
O=C(CCC(=O)c1cccs1)NNC(=O)c1ccccc1Cl	-2	-0.4	9	nt	-2	-2	-1	-5.7	0	nt
COc1ccc(/C=C2\SC(=S)N(CCC(=O)NCCCN3CCOCC3)C2=O)cc1	24	0.7	-12	-3	4	6	-2	-0.6	6	31
CC1=C(C(=O)Nc2ccccc2C(=O)NCCCN2CCN(C)CC2)SCCO1	-6	1.4	-3	1	-4	2	-3	-0.3	12	17
O=C(CCc1n[nH]c(=O)[nH]c1=O)N1CCOCC1	3	-11	11	-2	6	-10	-3	-0.1	8	5
CCOc1ccc2c(c1)C(=NNC(=O)c1ccncc1)c1cc(OCC)ccc1-2	18	-1.6	1	0	8	15	-4	i	-6	13
COc1ccc(C(=O)N2CC3(CC(c4ccc(Cl)cc4)=NO3)C[C@H]2C(=O)NCC(N)=O)cc1 (some centres not stated)	10	-2.9	-3	-2	3	-10	3	0.5	-1	10
CN(C)S(=O)(=O)c1cccc(NC(=O)c2ccccc2OCc2ccc(F)cc2)c1	-3	0.3	1	0	-6	-3	-12	-0.5	-4	-4
Cc1cc2ncn(CCCCOc3ccccc3)c2cc1C	18	nt	2	-4	5	-2	-6	-0.3	10	2
C=CCN(C(=O)COC(=O)c1cc[n+]([O-])cc1)c1nc(-c2ccccc2)cs1	41	0.4	1	nt	2	-4	7	-0.6	-2	nt
COc1cc(C2C(C#N)=C(N)Oc3n[nH]c(-c4cccnc4)c32)ccc1OCC(N)=O (configuration not stated)	3	-1.2	2	-4	8	-4	-24	-2.4	-2	8
COc1cccc(C(=O)Nc2c3c(nn2-c2cccc(C)c2C)CS(=O)C3)c1OC (configuration not stated)	5	nt	-5	-4	-3	-5	-2	i	5	24
COc1ccc(OCCOc2ccc(S(=O)(=O)N3CCCC3)cc2[N+](=O)[O-])cc1	38	-0.7	0	nt	3	-4	-3	-0.2	-6	nt
Nc1nn(-c2ccccc2)c2ccc([N+](=O)[O-])cc12	-20	-2.0	-56	-1	15	16	2	i	-3	21
CCn1c(C)nc2cc(C(=O)NNC(=S)NC(=O)c3ccccc3)ccc21	5	1.3	-5	4	3	8	10	i	-5	30
CC(=O)Nc1ccc(-c2ccnc3c2CC(C(=O)Nc2ccccc2)O3)cc1 (configuration not stated)	-4	1.0	-5	nt	nt	nt	nt	i	1	nt
CSc1nc2nccc(-c3ccc(-c4ccccc4)cc3)n2n1	36	nt	0	8	44	-8	-21	-0.6	-18	2
C=CCN1C(=O)C(Cc2cccc(C)c2)SC1=Nc1ccc(C(=O)O)cc1 (configuration not stated)	1	nt	8	10	3	-10	-1	-0.2	-13	-7
COc1ccc(NC(=O)c2ccccc2-c2ccccc2)cc1	13	1.5	7	5	9	-23	-1	i	19	-14
